TEAD-YAP block: TEAD-YAP interaction inhibition, primary screen, TEAD-YAP interaction inhibitor project, luminescence, HEK-TIYL cells | TEAD-Gal4/YAP UAS-luciferase luminescence | inhibition, % at 9.12 µM | 640,000 tested, 1.4% active; in the data active = inhibition above about 32%;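 also: 0% = median of test compound wells and 100% = reference inhibitor wells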
GPR151 activ: activators of human GPR151, primary screen, cell-based, PathHunter beta-arrestin, luminescence; G-protein coupled receptor 151 (Homo sapiens), Q8TDV0; activation, % at 11.2 µM; PathHunter beta-arrestin GPR151 cells; 650,000 tested, 1% active; in the data active = activation above about 4.9%;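 also: 0% = median of compound wells and 100% = cells with positive control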
Target sequence (Q8TDV0 whole entry, looked up): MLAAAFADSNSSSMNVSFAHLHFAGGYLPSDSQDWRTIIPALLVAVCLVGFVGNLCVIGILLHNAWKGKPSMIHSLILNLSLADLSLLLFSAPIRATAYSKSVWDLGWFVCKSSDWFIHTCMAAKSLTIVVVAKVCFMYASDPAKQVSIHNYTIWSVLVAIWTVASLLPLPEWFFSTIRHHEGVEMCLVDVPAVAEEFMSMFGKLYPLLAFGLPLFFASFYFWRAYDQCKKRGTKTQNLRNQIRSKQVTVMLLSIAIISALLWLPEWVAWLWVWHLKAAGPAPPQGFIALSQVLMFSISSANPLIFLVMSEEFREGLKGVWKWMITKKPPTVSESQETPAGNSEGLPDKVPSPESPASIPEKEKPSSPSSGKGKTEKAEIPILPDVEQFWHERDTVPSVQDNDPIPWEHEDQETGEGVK
MITF inh: MITF inhibitors, primary screen, biochemical, AlphaScreen, human. Microphthalmia-associated transcription factor (Homo sapiens), O75030. AlphaScreen MITF homodimerization, bead proximity signal. inhibition, % at 2.6 µM. 650,000 tested, 0.91% active; in the data active = inhibition above about 50%;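 also: 0% = vehicle wells with protein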
Target sequence (O75030 whole entry, looked up): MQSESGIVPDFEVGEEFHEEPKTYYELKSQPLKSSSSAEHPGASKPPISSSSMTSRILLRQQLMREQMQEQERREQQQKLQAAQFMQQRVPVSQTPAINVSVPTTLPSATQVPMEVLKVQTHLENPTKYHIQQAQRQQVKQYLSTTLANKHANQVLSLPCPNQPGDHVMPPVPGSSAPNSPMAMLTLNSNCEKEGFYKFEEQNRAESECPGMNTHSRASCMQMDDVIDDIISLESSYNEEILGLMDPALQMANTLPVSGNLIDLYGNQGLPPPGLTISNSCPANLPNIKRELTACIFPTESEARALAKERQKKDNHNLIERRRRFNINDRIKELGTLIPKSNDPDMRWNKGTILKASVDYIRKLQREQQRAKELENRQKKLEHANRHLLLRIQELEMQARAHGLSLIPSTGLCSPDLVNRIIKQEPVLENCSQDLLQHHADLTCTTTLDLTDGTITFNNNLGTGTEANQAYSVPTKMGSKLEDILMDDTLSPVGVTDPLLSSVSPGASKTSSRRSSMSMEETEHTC
FBW7 act: FBW7 E3 ligase activators, primary screen, biochemical, AlphaScreen, human; normalized activity (activation), % at 26.1 µM; 650,000 tested, 0.13% active; AlphaScreen FBW7–phospho-cyclin E peptide binding, activator screen; AID 1259310, 2017; in the data active = normalized activity above about 1.9%;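 also: purified mutant Fbw7 with reduced substrate affinity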
An asterisk follows results filed as active; / = not tested or not shown. Outcome played no part in choosing rows; any-hit rate near 3.4%.

The line under a structure holds: GPR151 activ, TEAD-YAP block, MITF inh, FBW7 act
CCc1ccc(C2=CC(c3cccc(OC)c3OC)n3nnnc3N2)cc1 (stereo unspecified)
→ 2.3, 4.7, 15.7, 0.2
Cc1ccc(C23CC4CC(CC(CN)(C4)C2)C3)cc1
→ 0.8, -8.9, -12.3, 0.0
O=C1CC(N2CCC(O)(c3ccc(Br)cc3)CC2)C(=O)N1c1ccc(F)cc1 (stereo unspecified)
→ -0.2, 1.7, -7.8, 0.1
Cc1nnc(C2CCCN(C(=O)/C=C/c3ccc4c(c3)OCO4)C2)s1 (stereo unspecified)
→ -1.0, -2.5, -6.1, 0.0
Cc1ccc2nc(-c3ccc(NC(=O)c4ccc([N+](=O)[O-])c(C)c4)cc3)sc2c1
→ -0.7, 5.5, -8.1, 0.1
Cc1cc(=O)oc2cc(OCC(=O)OC/C(=N/O)c3ccccc3)ccc12
→ 0.2, -7.9, -4.2, -0.1
COc1ccc(N2CCN(S(=O)(=O)CCN3C(=O)c4ccccc4C3=O)CC2)cc1
→ 0.1, -7.3, 3.4, 0.2
CC1(C)CC(=O)C2=C(C1)Nc1ccc3ccccc3c1C2c1ccccc1 (stereo unspecified)
→ -1.5, -1.8, 6.5, -0.3
Cc1cc(OC(=O)CCN2C(=O)c3cccc([N+](=O)[O-])c3C2=O)ccc1Cl
→ -1.3, -0.5, 19.9, 0.9
CCc1cccc(CC)c1NC(=O)C(F)(F)F
→ 0.4, 7.4, -4.0, 0.1
O=C(Nc1cccc(Cl)c1)c1ccc(=O)[nH]c1
→ -2.8, 4.1, -2.5, -0.1
Cc1ccc(NC(=O)COC(=O)C2(CC(=O)NC(C)C)CCCC2)cc1C
→ -1.0, -1.7, 9.3, 0.1
COc1ccc(C(=O)[C@@H]2[C@@H](c3ccccc3F)C(C#N)(C#N)[C@H]3C=Cc4ccccc4N23)cc1
→ 0.4, 66.9*, -0.3, -0.1
CCC(C)NC(=O)CN(c1cc(C)ccc1OC)S(=O)(=O)c1ccccc1 (stereo unspecified)
→ -1.1, -6.4, -4.7, 0.1
COc1cc(-c2nnc(-c3ccc4c(c3)OCO4)o2)cc(OC)c1OC
→ 2.3, -8.8, 1.6, -0.1
O=C(Nc1ccc(F)c(Cl)c1)c1cc2nc(-c3cccs3)cc(C(F)(F)F)n2n1
→ 0.0, 2.0, -5.8, 0.0
COc1ccccc1C(=O)NC(=S)Nc1ccccc1C(N)=O
→ -1.4, 9.5, -8.3, -0.1
COc1cccc(C2=NC(c3ccc(Cl)cc3)NC(c3ccccc3O)C2)c1 (stereo unspecified)
→ -2.1, -48.5, 8.0, 0.2
COC(=O)C1CN(C(=O)Nc2ccc(C)cc2)CCS1 (stereo unspecified)
→ -1.9, -5.7, 2.9, -0.1
CC(=O)Nc1ccc(-c2nnc(SCc3ccc(C)cc3)n2C)cc1
→ -0.1, 3.6, -0.1, 1.6
O=C(Nc1cccc(C(F)(F)F)c1)c1cc2nc3c(c(C(F)(F)F)n2n1)CCc1ccccc1-3
→ 0.2, 6.4, -15.9, 0.1
COC(=O)c1ccc(N2CCOCC2)c(NS(=O)(=O)c2ccc(OC)cc2)c1
→ -0.7, 58.3*, 7.1, 0.0
CC(=O)N1CCc2c(sc(NC(=O)c3cc(Cl)sc3Cl)c2C#N)C1
→ 1.1, 12.5, -7.4, 0.9
COc1cccc(C2C(=O)N(C3CCCCC3)CC(=O)N2Cc2ccco2)c1 (stereo unspecified)
→ 2.5, 3.0, 8.5, 1.0
NC(=O)c1ccc(-n2nnnc2SCC(=O)Nc2cccc3ccccc23)cc1
→ -0.3, 4.9, 18.6, 0.2
CCCCNS(=O)(=O)c1ccc(NC(=O)c2cccs2)cc1
→ 0.1, -3.5, 17.0, 0.4
Cc1nccc2[nH]c(=O)c(C(=O)NCCCN3CCN(c4ccccc4F)CC3)cc12
→ -0.6, -2.1, -6.4, 0.0
COc1cc(C=C2C(=O)OC3(CCCCC3)OC2=O)cc(Br)c1O
→ 3.9, 4.0, 0.8, -0.1
CS(=O)(=O)NCC(c1cccs1)S(=O)(=O)c1ccccc1 (stereo unspecified)
→ 2.5, -7.0, 4.3, 0.0
COc1cc(OC)cc(C2=NC3(CCCCC3)NC2=O)c1
→ 0.9, 3.5, -8.2, 2.1*
COC(=O)c1c(OCc2ccsc2)cc(=O)n2c1CCN(Cc1ccn[nH]1)CC2
→ -0.2, 4.1, 1.0, 0.0
CC(C)N(CCNC(=O)c1ccc(-c2ccc(C(=O)NC3CC3)cc2)s1)C(C)C
→ -0.1, 3.1, 0.9, 0.7
Cc1ccc(-c2csc3ncnc(N4CCN(c5cccc(C(F)(F)F)c5)CC4)c23)cc1
→ -0.5, 1.8, 15.2, 0.3
CCCNc1nc(Nc2cnccn2)nc2c1ncn2Cc1ccc(C(F)(F)F)cc1
→ -0.3, 5.0, 12.6, 0.3
C=CCn1c(N2CCC(C(=O)NCCc3ccc(O)c(O)c3)CC2)nc2ccccc21
→ 0.2, -21.3, -54.0, -0.3
O=C(Nc1ccc2nn(-c3ccc(Cl)cc3)nc2c1)c1ccc([N+](=O)[O-])cc1Cl
→ 2.5, -14.1, 1.3, -0.1
O=C(O)c1ccccc1C(=O)n1ccnc1-c1ccccc1
→ -0.9, -5.7, 9.6, 1.6
CCc1nn(CC(=O)NC2CCN(Cc3ccccc3)CC2)c(=O)c2cc3occc3n12
→ -0.3, -0.7, 12.3, 0.1
Cc1cccc(N2CCN(C(=O)CCNC(=O)Cn3ccc4ccccc4c3=O)CC2)c1C
→ -1.2, 18.7, 10.6, 0.4
CC1CC(C)CN(C(=O)c2ccc(Cl)c(Cl)c2)C1 (stereo unspecified)
→ -1.5, -4.5, 10.1, -0.1

Grouped by structure, those above containing a cyano group.
The line under a structure holds: GPR151 activ, TEAD-YAP block, MITF inh, FBW7 act
COc1ccc(C(=O)[C@@H]2[C@@H](c3ccccc3F)C(C#N)(C#N)[C@H]3C=Cc4ccccc4N23)cc1
→ 0.4, 66.9*, -0.3, -0.1
CC(=O)N1CCc2c(sc(NC(=O)c3cc(Cl)sc3Cl)c2C#N)C1
→ 1.1, 12.5, -7.4, 0.9

(next part)
The line under a structure holds: GPR151 activ, TEAD-YAP block, MITF inh, FBW7 act
Cc1n(CC(=O)c2ccccc2)c2ccccc2[n+]1C
→ 1.6, -2.3, -15.8, -0.1
CCCCCC(=O)Nc1ccc(S(=O)(=O)Nc2cc(OC)ncn2)cc1
→ -1.5, -3.3, 6.9, -0.1
COC(=O)Nc1ccc(S(=O)(=O)NC2CCS(=O)(=O)C2)cc1 (stereo unspecified)
→ 0.6, 7.2, 0.5, -0.1
COc1cc(NC(=O)c2cccc(-n3cc(NC(=S)Nc4ccccc4Br)cn3)c2)cc(OC)c1OC
→ -0.4, 19.4, 9.5, 0.2
CCC1CN(CCNC(=O)Cn2nc3ccccc3n2)Cc2cc(OC)ccc2O1 (stereo unspecified)
→ -0.4, 6.3, 20.1, -0.2
CCCOC(=O)c1ccc(NC(=O)c2ccc(C(=O)Nc3ccc(C(=O)OCCC)cc3)cc2)cc1
→ 2.3, 11.0, 6.1, 0.1
CC[C@H](C)[C@@H](NC(=O)OC1C(=O)c2ccc(OC)cc2O[C@H]1c1cccc(C(F)(F)F)c1)C(=O)OC (stereo partly specified)
→ -1.0, /, -7.0, 0.2
CCOc1ccc(/C(O)=C2\C(=O)C(=O)N(c3nnc(C)s3)C2c2ccc(Br)cc2)cc1 (stereo unspecified)
→ 0.6, 3.3, 9.5, -0.2
O=C(Nc1cccc(-c2cn3c(n2)SCC3)c1)C1(c2ccccc2)CCOCC1
→ -0.4, -7.9, 4.4, 0.4
Cc1ncc2c(c1CNC(=O)CN1CCCCC1)CCN(C(=O)c1cccc(N(C)C)c1)C2
→ 1.8, -7.2, -5.8, 0.1
COC(=O)C1=C(C)N(C)C(C)=C(C(=O)OC)C1c1ccc(-c2ccccc2)cc1
→ -2.0, -5.2, -1.8, -0.1
Cc1cc(Nc2cccc(C)c2C)n2nc(C)nc2n1
→ -1.8, 3.4, -16.1, -0.6
COc1ccc(NC(=O)Nc2nnc(N3CCCC(C)C3)s2)cc1OC (stereo unspecified)
→ -1.3, 3.1, 4.8, 0.1
O=C1NC(=S)N(C(=O)c2ccc(F)cc2)/C1=C/c1ccccc1
→ 0.9, -11.0, 9.2, 0.1
CCCCN1C(=O)C2C(C(=O)Nc3cc(Cl)cc(Cl)c3)C3C=CC2(O3)C1C(=O)NC1CCCCC1 (stereo unspecified)
→ 0.8, 11.2, -4.3, 0.1
C=CCNC(=O)CN(c1cccc(C)c1C)S(=O)(=O)c1ccccc1
→ -0.3, -8.8, -2.2, 0.7
CCCCOC(=O)c1ccc(NS(=O)(=O)CC23CCC(CC2=O)C3(C)C)cc1 (stereo unspecified)
→ 4.9, 0.7, -8.6, 0.1
CCC1CCCCN1C(=O)C1CC(c2cccc(OC)c2)=NO1 (stereo unspecified)
→ -1.4, -27.4, 7.2, -0.1
O=S(=O)(Cc1ccccc1)NC1CCN(c2nc(-c3ccccc3)cs2)CC1
→ 1.2, 6.3, 8.3, -0.4
CC(C)(C)c1ccc(C(=O)OCC(=O)Nc2ccc([N+](=O)[O-])cc2C#N)cc1
→ -0.6, 1.6, 14.4, -0.1

Six of these compounds in another layout:
| smiles | GPR151 activ | TEAD-YAP block | MITF inh | FBW7 act |
| --- | --- | --- | --- | --- |
| COC(=O)C1=C(C)N(C)C(C)=C(C(=O)OC)C1c1ccc(-c2ccccc2)cc1 | -2.0 | -5.2 | -1.8 | -0.1 |
| CCC1CCCCN1C(=O)C1CC(c2cccc(OC)c2)=NO1 (stereo unspecified) | -1.4 | -27.4 | 7.2 | -0.1 |
| CCCCOC(=O)c1ccc(NS(=O)(=O)CC23CCC(CC2=O)C3(C)C)cc1 (stereo unspecified) | 4.9 | 0.7 | -8.6 | 0.1 |
| COc1ccc(NC(=O)Nc2nnc(N3CCCC(C)C3)s2)cc1OC (stereo unspecified) | -1.3 | 3.1 | 4.8 | 0.1 |
| C=CCNC(=O)CN(c1cccc(C)c1C)S(=O)(=O)c1ccccc1 | -0.3 | -8.8 | -2.2 | 0.7 |
| Cc1cc(Nc2cccc(C)c2C)n2nc(C)nc2n1 | -1.8 | 3.4 | -16.1 | -0.6 |

Remaining list, next part:
The line under a structure holds: GPR151 activ, TEAD-YAP block, MITF inh, FBW7 act
CCCCCC(=O)N/N=C/c1c(O)ccc2ccccc12
→ 0.1, 4.4, 11.2, -0.7
COc1ccc(CNC(=O)C2CCN(Cc3ccccc3F)CC2)cc1
→ -1.7, 3.4, 23.6, 0.6
CC1C(=O)N=C2C=CC=CN2C1=O (stereo unspecified)
→ 0.4, 7.0, 13.9, -0.3
C=CCn1c(=O)sc2cc([N+](=O)[O-])ccc21
→ -0.1, -9.1, 0.0, -0.2
CCNc1nc(Nc2cc(OC)c(OC)c(OC)c2)c2ncn(C(C)C)c2n1
→ 0.8, 2.8, 7.4, 0.3
COc1ccc(C2C=C(c3ccc(Br)cc3)Nc3ncnn32)cc1 (stereo unspecified)
→ 1.6, -30.8, -5.3, 0.1
COc1ccc(Oc2ncc(F)c(-c3cc(F)cc(N4CCOCC4)c3)n2)cc1
→ -2.4, 2.0, 5.5, 0.9
N#Cc1c(NC(=O)c2cccc(S(=O)(=O)N3CCCCC3)c2)sc2c1CCC2
→ 0.7, 10.4, -11.4, -0.1
CCOC(=O)c1sc(N2C(=O)C(=O)/C(=C(/O)c3ccccc3)C2c2ccc(F)cc2)nc1C (stereo unspecified)
→ -0.3, 4.6, -4.4, -0.3
O=C(CC1(c2cccc(F)c2)CC(=O)N(Cc2cccnc2)C1=O)N1CCSCC1 (stereo unspecified)
→ 0.4, 8.3, 0.0, -0.2
COc1ccc(C(=O)Nc2ccc3oc(-c4cccc(F)c4)nc3c2)cc1OC
→ 1.2, -0.2, -1.9, -0.2
COc1ccc(S(=O)(=O)N2CCCOC2CNC(=O)C(=O)NC2CC2)cc1 (stereo unspecified)
→ -0.5, 8.6, 6.9, 0.1
COc1cc(C(=O)c2nccc3cc(OC)c(OC)cc23)c([N+](=O)[O-])cc1OC
→ 2.6, -3.3, 22.3, 0.2
C=CCn1c(=O)c2c(nc3n(-c4cc(C)cc(C)c4)c(C)c(C)n23)n(C)c1=O
→ 1.1, -4.5, -7.4, 0.0
COc1ccccc1C(=O)Nc1ccccc1NC(=O)CC1CCCC1
→ -1.4, -0.8, 3.5, 0.2
CN(C)C(=O)COC(=O)c1ccc2c(c1)OCO2
→ -0.6, -3.4, -8.6, 0.0
COc1cc(-c2nc3cnccn3c2NCc2cccs2)cc(OC)c1OC
→ -0.1, 7.7, 6.2, 0.1
O=C(N/N=C/c1ccccc1F)c1cnccn1
→ -1.1, -35.9, -7.4, -0.1
O=C(Nc1nc2ccccc2n1CCOc1ccccc1)c1ccc([N+](=O)[O-])cc1
→ 0.6, 8.4, 13.8, 0.2
